Hsp90 inh = displaces geldanamycin probe from tumor Hsp90. P07900. inhibition, % at 30 µM. NCI-N417 lysate Hsp90, Cy3B-geldanamycin FP displacement. 64,000 tested, 0.35% active. AID 429;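 active means inhibition above 50%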;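 further: 0% = tracer plus lysate wells and 100% = tracer alone without lysate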
FXIIa inh mix = inhibitors of human coagulation factor XIIa, pooled mixtures. purified FXIIa, fluorogenic substrate. P00748. inhibition, % at 5 µM. 62,000 tested, 0.2% active;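 further: 0% = enzyme without compound and 100% = no enzyme blank; some results filed as inactive read as strong as hits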
Target sequence (P00748 20-372 limits assumed): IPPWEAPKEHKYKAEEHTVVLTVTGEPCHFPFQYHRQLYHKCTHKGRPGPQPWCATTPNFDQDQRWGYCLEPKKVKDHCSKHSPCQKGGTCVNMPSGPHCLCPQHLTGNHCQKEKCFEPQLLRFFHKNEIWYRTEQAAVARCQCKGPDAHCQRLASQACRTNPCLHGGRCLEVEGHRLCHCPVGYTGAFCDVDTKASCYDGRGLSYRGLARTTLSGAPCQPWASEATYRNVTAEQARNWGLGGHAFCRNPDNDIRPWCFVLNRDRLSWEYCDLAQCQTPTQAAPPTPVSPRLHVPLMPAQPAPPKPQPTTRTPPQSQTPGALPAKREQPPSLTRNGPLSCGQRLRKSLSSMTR
Target sequence (P00748 373-615 limits assumed): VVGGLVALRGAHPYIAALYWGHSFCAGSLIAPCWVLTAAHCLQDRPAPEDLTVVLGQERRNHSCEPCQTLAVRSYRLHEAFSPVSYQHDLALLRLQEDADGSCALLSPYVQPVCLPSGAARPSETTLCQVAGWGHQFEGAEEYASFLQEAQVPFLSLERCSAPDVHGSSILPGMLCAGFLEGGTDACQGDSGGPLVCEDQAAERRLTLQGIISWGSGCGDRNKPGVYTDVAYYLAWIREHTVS
Cdc25B inh = human M-phase inducer phosphatase 2 inhibition. recombinant Cdc25B, OMFP fluorescence Ex485/Em525. 65,000 tested, 0.1% active. AID 368. inhibition, %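 (compounds tested at 10 µM final in the well)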; in the data active means inhibition above about 50%
HTR1A agonist = 5-HT1a (human) receptor agonism. P08908. CHO 5-HT1a Ga15 NFAT-bla reporter, FRET ratio; 0% basal, 100% maximal reference agonist. activation, % at 10 µM. 65,000 tested, 0.56% active;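 active means activation above the screen-wide mean activation plus 3 SD, cut at about 19% in these data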;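 further: 0% = DMSO wells and 100% = 5-CT at EC100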
CatL inh = inhibitors of human cathepsin L; 58,000 tested, 0.17% active; inhibition, %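 (tested at 10 µM)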; P07711; purified cathepsin L, fluorogenic substrate, fluorescence; in the data active means inhibition above about 45%;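 further: 0% = enzyme with no compound and 100% = no enzyme blank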
FXIa inh mix = factor XIa (human) inhibition, mixture screen. P03951. 62,000 tested, 0.19% active. inhibition, % at 5 µM. purified FXIa, fluorogenic substrate, pooled mixtures;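 further: each value is inhibition by a whole ten-compound pool holding the compound; 0% = enzyme with no mixture and 100% = wells lacking enzyme; strong numbers were not always called active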
C1s block = human complement C1s inhibition | 62,000 tested, 0.16% active | mean inhibition % of two 10-compound mixtures (stronger effect = higher value), % at 5 µM (by protocol) | purified C1s, fluorogenic AMC substrate, pooled mixtures;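 active means inhibition above 20% in each of the two 10-compound mixture wells holding the compound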;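 further: 0% = enzyme wells lacking compound mixture and 100% = no-enzyme blank wells; some compounds called inactive have numbers as strong as hits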
Cathepsin G inh = blocks human cathepsin G enzyme activity | P08311 | purified enzyme, AMC-tetrapeptide fluorescence, pooled mixtures | inhibition, % at 5 µM (by protocol) | 62,000 tested, 0.2% active | AID 581;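 active means inhibition above 20% in each of the two mixture wells holding the compound; inactive means inhibition of 20% or less in either well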;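 further: 0% = enzyme control without mixture and 100% = blank lacking enzyme; strong numbers were not always called active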
Target sequence (P08311 21-244 limits assumed): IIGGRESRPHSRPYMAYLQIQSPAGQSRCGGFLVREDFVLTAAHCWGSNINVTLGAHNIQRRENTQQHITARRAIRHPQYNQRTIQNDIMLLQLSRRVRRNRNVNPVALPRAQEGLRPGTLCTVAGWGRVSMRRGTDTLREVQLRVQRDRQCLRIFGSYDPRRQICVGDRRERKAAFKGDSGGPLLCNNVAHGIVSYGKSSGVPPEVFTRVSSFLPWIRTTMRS
DUSP1 inh = inhibitors of human MKP-1 phosphatase | P28562 | recombinant MKP-1, OMFP hydrolysis fluorescence | inhibition, %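 (compounds tested at a single concentration somewhere between 10 and 100 µM)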 | 65,000 tested, 0.15% active | AID 374;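 active means inhibition above about 50%, limit read from the data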;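 further: 0% = DMSO max control wells and 100% = wells with enzyme stopped by NaOH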
The depositor's hits bear a star; x = not tested or not shown. Unless noted, no stated cut-off is given here; in the data, active means inhibition above about 20% (passing the limit was not always enough); inactive means the rest.

1) O=C(NCc1ccco1)c1sc2cccc(F)c2c1Cl
2) CC1(C)NC(=O)N(CC(O)Cn2nnc3ccccc32)C1=O (configuration not stated)
3) Cc1cccn2cc(-c3ccc(S(=O)(=O)N4CCOCC4)cc3)nc12
4) COCCOC(=O)C1=C(C)N=C2SCCC(=O)N2C1c1ccc(C(=O)OC)cc1 (configuration not stated)
5) CN1C2C=C3C(C#N)=C(N)C(C#N)(C#N)[C@@H](c4cccs4)C3C1CC2 (some centres not stated)
6) O=C(CSc1nnc(C2CCCCC2)o1)N1CCCCC1
assay / entry,1,2,3,4,5,6
Hsp90 inh,-6,-4,-4,-5,-9,-1
FXIIa inh mix,10,5,6,9,x,2
Cdc25B inh,2,6,-1,-3,-17,-7
HTR1A agonist,-1.1,-1.5,0.8,1.3,6.7,1.2
CatL inh,10,4,-34,-11,-3,-8
FXIa inh mix,3,10,-6,4,x,7
C1s block,4,8,-24,-25,x,11
Cathepsin G inh,6,7,-1,-5,x,10
DUSP1 inh,20,-27,6,0,-24,-20

7) COc1cc(CNc2nc3ccccc3[nH]2)cc(OC)c1OC
8) O=C1C(=O)N(CCCn2ccnc2)C(c2ccccn2)/C1=C(/O)c1ccccc1 (configuration not stated)
9) CCCC(=O)N1CCN(c2ccc(NC(=O)c3cc4ccccc4o3)cc2Cl)CC1
10) Cc1ccc(S(=O)(=O)NCC(=O)N(CC(=O)NCc2ccco2)Cc2ccc3c(c2)OCO3)cc1
11) CCOC(=O)c1c(NC(=O)C(F)(OC)C(F)(F)F)sc(C(=O)N2CCCCC2)c1C (configuration not stated)
12) COc1ccc(C2C(=O)N(C3CCCCC3)CC(=O)N2Cc2ccc3c(c2)OCO3)cc1 (configuration not stated)
assay / entry,7,8,9,10,11,12
Hsp90 inh,-4,-5,0,-3,-2,0
FXIIa inh mix,x,x,1,6,6,3
Cdc25B inh,-7,12,-23,14,-6,-8
HTR1A agonist,-0.6,-1.3,-1.7,-0.8,2.1,0.3
CatL inh,x,-2,13,4,3,x
FXIa inh mix,x,x,-1,13,8,4
C1s block,x,x,17,-36,-28,4
Cathepsin G inh,x,x,13,2,-3,1
DUSP1 inh,-17,-13,7,3,26,43

13) CC(C)CCn1cnc2c(cnn2-c2ccc(Cl)cc2)c1=O
14) COc1ccc(-n2c(N)c(Br)c(=O)[nH]c2=O)cc1
15) O=C(CCC1N=C2c3ccccc3N=C(SCc3ccc(F)cc3)N2C1=O)NCc1ccco1 (configuration not stated)
16) Cc1ccc2nc(NC3=NCN(Cc4ccccc4)CN3)nc(C)c2c1
17) COc1ccc2c(c1)C1CC(C)(NC(=O)C1C(=O)c1ccccc1)O2 (configuration not stated)
18) COc1ccc(S(=O)(=O)CCC(=O)N2c3ccccc3CC2C)cc1 (configuration not stated)
assay / entry,13,14,15,16,17,18
Hsp90 inh,0,-3,0,-1,0,-2
FXIIa inh mix,4,4,3,2,-2,14
Cdc25B inh,14,0,-16,3,-14,-9
HTR1A agonist,-3.9,-2.1,0.7,-1.9,-1.9,-4.6
CatL inh,24,15,x,5,-1,-10
FXIa inh mix,-8,4,6,7,12,5
C1s block,-57,-2,-11,7,5,-4
Cathepsin G inh,0,1,1,10,2,7
DUSP1 inh,-4,5,31,18,0,-3

8 structures from above, ordered by molecular weight, falling.
10) Cc1ccc(S(=O)(=O)NCC(=O)N(CC(=O)NCc2ccco2)Cc2ccc3c(c2)OCO3)cc1
15) O=C(CCC1N=C2c3ccccc3N=C(SCc3ccc(F)cc3)N2C1=O)NCc1ccco1 (configuration not stated)
11) CCOC(=O)c1c(NC(=O)C(F)(OC)C(F)(F)F)sc(C(=O)N2CCCCC2)c1C (configuration not stated)
9) CCCC(=O)N1CCN(c2ccc(NC(=O)c3cc4ccccc4o3)cc2Cl)CC1
18) COc1ccc(S(=O)(=O)CCC(=O)N2c3ccccc3CC2C)cc1 (configuration not stated)
16) Cc1ccc2nc(NC3=NCN(Cc4ccccc4)CN3)nc(C)c2c1
17) COc1ccc2c(c1)C1CC(C)(NC(=O)C1C(=O)c1ccccc1)O2 (configuration not stated)
13) CC(C)CCn1cnc2c(cnn2-c2ccc(Cl)cc2)c1=O
assay / entry,10,15,11,9,18,16,17,13
Hsp90 inh,-3,0,-2,0,-2,-1,0,0
FXIIa inh mix,6,3,6,1,14,2,-2,4
Cdc25B inh,14,-16,-6,-23,-9,3,-14,14
HTR1A agonist,-0.8,0.7,2.1,-1.7,-4.6,-1.9,-1.9,-3.9
CatL inh,4,x,3,13,-10,5,-1,24
FXIa inh mix,13,6,8,-1,5,7,12,-8
C1s block,-36,-11,-28,17,-4,7,5,-57
Cathepsin G inh,2,1,-3,13,7,10,2,0
DUSP1 inh,3,31,26,7,-3,18,0,-4

Next part.
19) COc1ccc(OC)c(S(=O)(=O)N2CCC(C(=O)N3CCN(Cc4ccccc4)CC3)CC2)c1
20) Cc1cc(N2CCN(S(=O)(=O)c3ccc4c(c3)OCCO4)CC2)n2ncnc2n1
21) Cc1cccc(-n2c(SCC(N)=O)nnc2-c2ccccn2)c1C
22) Cc1cnc(NC(=O)CSc2nnc(-c3ccncc3)n2C2CCCCC2)s1
23) COc1ccc(CNc2nc(SC)n[nH]2)cc1OC
24) CCOC(=O)c1c2n(c3ccc(O)cc13)CCCCC2
assay / entry,19,20,21,22,23,24
Hsp90 inh,-5,1,4,1,-4,-3
FXIIa inh mix,10,2,4,12,4,-26
Cdc25B inh,-20,17,5,-11,15,-4
HTR1A agonist,0.7,0.5,0.1,-1.2,0.1,-0.5
CatL inh,0,-1,20,-1,5,10
FXIa inh mix,3,8,15,9,4,3
C1s block,-3,16,9,-4,6,1
Cathepsin G inh,-3,1,23,-6,1,2
DUSP1 inh,12,29,34,8,3,-2

25) CC(=O)N1C(=O)C2(C(C#N)=C(N)Oc3c2c(C)nn3-c2ccccc2)c2ccccc21 (configuration not stated)
26) COc1ccccc1-c1c(C)nn2c(C)c(C(C)=O)cnc12
27) CCc1nnc(NC(=O)c2cccc(S(=O)(=O)N3CCN(c4ccccc4)CC3)c2)s1
28) O=C(Nc1ccccc1N1CCCC1)c1ccco1
29) O=C(Nc1nccs1)c1ccc(S(=O)(=O)NCC2CCCCC2)cc1
30) CCCCc1ccc(NC(=O)CC(C)=O)cc1
assay / entry,25,26,27,28,29,30
Hsp90 inh,-12,-5,-2,-2,2,-3
FXIIa inh mix,-1,6,-4,2,9,-1
Cdc25B inh,26,-16,-5,-6,-2,-7
HTR1A agonist,-2.4,-2.5,-0.3,-1.0,-1.0,-2.5
CatL inh,6,11,-3,12,-4,7
FXIa inh mix,-3,8,1,-15,4,9
C1s block,4,1,-1,-66,7,10
Cathepsin G inh,3,3,8,-3,7,5
DUSP1 inh,11,-5,27,-4,-17,4

31) N=C1C(c2ccccc2)=C(O)C2CCc3ccccc3N12 (configuration not stated)
32) O=C(CN1CCN(c2ncccn2)CC1)N(Cc1ccccc1)c1ccc(F)cc1
33) CCOC(=O)C1CCCN(C(=O)N2CCOCC2)C1 (configuration not stated)
34) COCCn1c(=S)[nH]c2cc(C(=O)N3CCC(C(N)=O)(N4CCCCC4)CC3)ccc2c1=O
35) COc1cccc(C(=O)N2CCCc3ccccc32)c1
36) O=C(COC(=O)C(O)c1ccccc1)c1ccc2c(c1)OCCO2 (configuration not stated)
assay / entry,31,32,33,34,35,36
Hsp90 inh,-4,1,-3,-2,-9,x
FXIIa inh mix,6,0,4,6,-6,4
Cdc25B inh,-2,-12,14,-8,-2,-3
HTR1A agonist,-2.1,-0.7,-1.6,-0.8,-1.2,x
CatL inh,29,9,-6,10,-4,0
FXIa inh mix,-2,-11,3,0,6,-5
C1s block,-2,-111,-2,-42,-12,-33
Cathepsin G inh,8,-3,-4,-10,-2,-13
DUSP1 inh,2,7,5,5,5,4

37) CCOC(=O)C1C(=O)NC(N2CCN(CC)CC2)=NC1c1ccccc1 (configuration not stated)
38) CCOc1cc(C(=O)Nc2ccc3c(c2)OCO3)ccc1OC(F)F
39) CCOC(=O)CSC1=C(C#N)C(c2ccco2)C(C(=O)OCc2ccccc2)=C(C)N1 (configuration not stated)
40) CCOc1ccc(-c2nnn(CC(=O)NCc3cccs3)n2)cc1
41) CCCCCCNC(=O)CC(NS(=O)(=O)c1ccc(NC(C)=O)cc1)C(C)C (configuration not stated)
42) CCCCC(NS(=O)(=O)c1ccc(OC)cc1)C(=O)O (configuration not stated)
assay / entry,37,38,39,40,41,42
Hsp90 inh,-1,-2,-5,0,2,-4
FXIIa inh mix,0,4,-1,37,1,6
Cdc25B inh,-25,3,-15,-10,-2,-18
HTR1A agonist,-1.2,5.7,-0.2,-0.8,0.4,-0.6
CatL inh,7,-5,-2,-12,x,7
FXIa inh mix,8,-1,3,-4,-3,8
C1s block,5,-40,11,-51,1,12
Cathepsin G inh,-1,2,10,2,9,5
DUSP1 inh,-13,-1,5,-10,28,-7

43) CN(CC(=O)NC(=O)NCc1ccco1)Cc1nc2ccccc2c(=O)[nH]1
44) CC(=O)Nc1nonc1-c1ccccc1
45) CCn1ncc(C2=NOC(C(=O)Nc3ccccc3C(=O)OC)C2)c1C (configuration not stated)
46) Cn1c(Nn2cnnc2)nc2ccccc21
47) COc1ccc(C(=O)Nc2ccc(Cl)cc2C(=O)NCc2ccco2)cc1OC
48) COCCCNC(=O)CCCOc1ccccc1
assay / entry,43,44,45,46,47,48
Hsp90 inh,-2,1,2,11,1,-3
FXIIa inh mix,-8,7,-10,x,6,7
Cdc25B inh,5,-8,-1,0,4,-9
HTR1A agonist,-2.4,-1.1,-0.9,-2.1,-3.7,-1.9
CatL inh,-2,x,-2,x,15,1
FXIa inh mix,7,6,5,x,-13,3
C1s block,0,-11,2,x,-59,1
Cathepsin G inh,5,-10,-1,x,-12,8
DUSP1 inh,31,1,7,24,21,3

49) COc1ncnc2c1N=C1CC(C)(C)CC(N)=C1S2
50) CCOC(=O)N1CCN(c2cc3nccnc3cc2F)CC1
51) Cc1ccc(C(=O)CC2(O)C(=O)N(Cc3ccccc3)c3ccccc32)o1 (configuration not stated)
52) O=S(=O)(c1ccc(OCc2nc3ccccc3s2)c(Cl)c1)N1CCOCC1
53) N/C(CCN1CCCCC1)=N/O
54) O=C(O)c1ccc(CS(=O)c2cccc(C(F)(F)F)c2)o1 (configuration not stated)
55) COc1ccc(NC(=O)C2CCCN(S(=O)(=O)c3ccc(C)cc3)C2)cc1OC (configuration not stated)
assay / entry,49,50,51,52,53,54,55
Hsp90 inh,47,-15,-2,x,-3,-1,-5
FXIIa inh mix,2,13,-2,-21,x,-21,-5
Cdc25B inh,-2,1,-11,-12,-22,-12,-15
HTR1A agonist,1.9,0.9,-3.4,0.8,-3.5,-1.0,0.4
CatL inh,0,0,-16,10,-7,12,18
FXIa inh mix,-3,-12,6,2,x,4,9
C1s block,-86,-105,10,-10,x,-4,19
Cathepsin G inh,-6,-10,7,1,x,27,10
DUSP1 inh,-13,-6,15,11,-5,4,8

Screens as filed in PubChem BioAssay.
